High-throughput results: PubChem, National Center for Advancing Translational Sciences (NCATS)
Abeta yeast res = A-beta toxicity reversal in yeast; AID 1347071; 410,000 tested, 0.063% active; yeast expressing A-beta42, growth rescue, OD600, 48 h; response scale: 0% DMSO, 100% iron-clioquinol control; Potency, µM (top dose mostly 46.1 µM), for inactives: at the highest dose growth rescue, usual class: activators; also: potency is read from the fitted curve at half-maximal effect; nearly all actives have a fitted effect of over 55% in size
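Growth rescue measured by 600 nm absorbance after 48 h yeast culture at 30 C with compound. Values normalized between DMSO and an equimolar ferric chloride plus clioquinol control.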
Nrf2 activator = activates Nrf2 signaling | 410,000 tested, 0.31% active | AID 624171 | Potency, µM (titrated, usually from 46.1 µM), without a hit: at the highest dose activation, usual class: activators | AREc32 ARE-luciferase reporter (MCF7-derived line), luminescence, 24 h; also: potency is read from the fitted curve at half-maximal effect; % of control where 0% means no effect; nearly all actives have a fitted effect of over 65% in size
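AREc32 cells carrying an ARE-driven firefly luciferase reporter were seeded at 1000 cells/well in OPTI-MEM with 5% FBS, then exposed to compound for 24 hr at 37 deg C. Luminescence was read with Steady-Glo after 30 min at RT.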
TGFb inhibitor = inhibitors of TGF-b signaling. HepG2 CAGA-GFP TGF-b/SMAD3 reporter, GFP fluorescence, 18 h; TGF-beta stimulated, 500 pg/mL final. Potency, µM (titrated, usually from 46.1 µM), for the others: at the top dose activity, negative = inhibition, actives largely listed as inhibitors. 410,000 tested, 1.2% active. AID 588855; also: potency is read from the fitted curve at half-maximal effect; % is scaled to controls: 0 for no effect and ±100 for the full control effect; nearly all actives have a fitted effect of over 65% in size
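Inhibition of TGF-beta-driven CAGA-GFP reporter expression in HEPG2 cells is measured by cellular GFP fluorescence after 18 h stimulation with 500 pg/mL recombinant TGF-beta in 1% FBS medium at 37 degrees C.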
Akt phos inh = inhibitors of Akt phosphorylation; Neuro2A IGF-stimulated pAkt S473 HTRF, 20 min; hits give low values; activity change, % for hits at 50 µM; 360,000 tested, 0.32% active; AID 651550; in the data active = activity change below about -80%; inconclusive = mostly about -51% to -80%; also: % is scaled to controls: 0 for no effect and ±100 for the full control effect
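Single-point screen (50 µM final compound) in Neuro2A cells stimulated 20 min with 6 nM IGF at 37 deg C. After lysis, Ser473-phosphorylated Akt read by HTRF (ex 330 nm, em 615/665 nm) as the 665/615 ratio.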
A549 tox = A549 cytotoxicity, counter-screen for Nrf2 inhibitors; A549 ARE-Fluc cells, CellTiter-Fluor viability, 18-24 h; Potency, µM (highest dose often 46 µM), inactives show top-dose activity change, negative = cytotoxicity, usual class: inhibitors; 390,000 tested, 0.16% active; AID 504648; also: potency is read from the fitted curve at half-maximal effect; % is scaled to controls: 0 for no effect and ±100 for the full control effect
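A549 ARE_Fluc cells in 5% FBS OPTI-MEM were exposed to compounds in concentration-response for 18-24 h at 37 deg C. Viability was read by CellTiter-Fluor fluorescence (Ex 405/Em 525) after 30 min, before the luciferase read.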
Nrf2 inh = Nrf2 pathway inhibition; 360,000 tested, 2.1% active; AID 504444; Potency, µM (titrated, usually from 46 µM), inactives show at the highest dose activity change, negative = inhibition, most hits filed as inhibitors; A549 ARE-Fluc reporter, luciferase luminescence, 18-24 h; also: potency is read from the fitted curve at half-maximal effect; % is scaled to controls: 0 for no effect and ±100 for the full control effect; nearly all actives have a fitted effect of over 60% in size
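Quantitative HTS in A549 cells stably bearing an antioxidant response element-firefly luciferase construct. Inhibition of Nrf2-driven transcription was scored by luminescence after 18-24 h of compound exposure at 37 °C.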
MmCpn inh = blocks the Methanococcus maripaludis chaperonin Mm-Cpn. Potency, µM (series often up to 76.9 µM), for the others: at the top dose activity, negative = inhibition, actives largely listed as inhibitors. AID 504842. purified Mm-Cpn ATPase, ADP Transcreener TR-FRET. 330,000 tested, 0.031% active; also: potency is read from the fitted curve at half-maximal effect; % is scaled to controls: 0 for no effect and ±100 for the full control effect; nearly all actives have a fitted effect of over 80% in size
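Inhibition of chaperonin ATP hydrolysis is measured as reduced ADP production, detected by competitive TR-FRET in which signal falls with ADP. Final enzyme 25 nM and ATP 10 uM, reacted 30 min at 37°C.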
HepG2 viability = kills HepG2 cells in TGF-b inhibitor counter-screen; AID 588856; HepG2 CAGA-GFP viability, ATP luminescence, 18 h; Potency, µM (doses to about 46.1 µM), without a hit: top-dose activity change, negative = cytotoxicity, usual class: cytotoxic; 410,000 tested, 0.76% active; also: potency is read from the fitted curve at half-maximal effect; some results filed as inactive show a strong effect at the top dose
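HepG2 CAGA-GFP cells (1000/well, DMEM with 1% FBS) received compound, then TGF-beta at 500 pg/mL final, and were incubated 18 hours at 37 degrees C. Viability was read by CellTiter-Glo luminescence. Media-only wells were set as complete cell-killing and DMSO as no toxicity.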
CCT modulator = modulators of cytosolic chaperonin (CCT/TRiC) activity. purified chaperonin ATPase assay, HTRF ADP detection, 30 min. activity change, % (test concentration not listed), hits read low. 360,000 tested, 0.3% active. AID 651819; in the data active = activity change below about -30%; also: % is scaled to controls: 0 for no effect and ±100 for the full control effect
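We incubate TRiC, 40 or 20 nM final, with library compounds at 76 uM and 10 uM ATP for 30 min at 37 °C. ADP formed is detected with Transcreener HTRF reagents after 30 min at room temperature.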
Numbers without * were called inactive; i = inactive; ? = inconclusive; / = not tested or not shown; [ ] = remark or other dose. Unless noted, calls follow the shape of the dose curve; as a rule, active = well fitted curve in the direction sought with a large enough effect; inconclusive = small, poorly fitted or top-dose-only effect, or another doubt; inactive = no such curve, though single readings can be large; an effect the other way counts as inactive or inconclusive.

SMILES | Abeta yeast res | Nrf2 activator | TGFb inhibitor | Akt phos inh | A549 tox | Nrf2 inh | MmCpn inh | HepG2 viability | CCT modulator
Cn1c(O)c(C=NCCCCCC(=O)O)c(=O)n(C)c1=O | -7.1% | -0.1% | 5.8% | i | 2.5% | -1.1% | / | 2.7% | 0.5
COc1cc(C(C)=O)ccc1COc1ccc(C(=O)OCC(=O)NC(C)(C)C)cc1OC | 12.1% | -0.5% | -11.6% | i | 1.2% | ? | -1.0% | 6.3% | 0.7
COc1ccccc1Nc1nc(N)nc(CCl)n1 | -5.2% | ? | -20.3% | i | -9.1% | 0.2% | 0.3% | -69.9% | -0.4
COc1ccc(Cl)c(-c2cc(C(=O)NC(C)C)[nH]n2)c1 | -7.0% | 27.4% | 42.8%[activator] | i | / | / | / | -0.3% | -4.6
O=C(/C=C/c1ccc(-c2cccc([N+](=O)[O-])c2)o1)N1CCOCC1 | 5.3% | 13.0% | -1.0% | i | -0.6% | ? | -0.2% | 15.4% | 0.2
CCOC(=O)C1CCCN(S(=O)(=O)c2cc(OCC(N)=O)c(C)cc2Cl)C1 (centres undefined) | 16.0% | 0.3% | 2.1% | i | 3.3% | 4.6% | -0.9% | 2.2% | -2.3
CCCn1c(CC)nc([N+](=O)[O-])c1Sc1ccc(C)cc1 | 3.5% | ? | 11.4% | i | -3.3% | -19.8% | 0.4% | -24.1% | -3.4
CC(C)(C)OC(=O)N[C@@H](Cc1ccccc1)c1nnc(SCC(N)=O)o1 | -6.8% | 0.3% | -11.9% | i | 5.0% | 18.1% | -3.3% | -11.8% | -3.1
Cn1nnnc1SCc1nnc(-c2ccc(Cl)cc2)o1 | 1.5% | -0.1% | -1.4% | i | -2.1% | ? | -1.5% | 4.8% | 0.5
Cc1ccc(C2CC2C(=O)NNC(=S)Nc2cccc(C)c2)cc1 (centres undefined) | 32.4% | 0.5% | -16.2% | i | -11.6% | ? | -4.2% | 0.5% | -2.1
O=C1CCCCCN1CSc1nc2ccccc2s1 | 9.5% | 0.2% | -13.0% | i | -11.7% | -26.1% | -3.8% | -3.1% | -0.6
C=CCn1c(SCC(=O)N2CCCC2)nc2c([nH]c3ccccc32)c1=O | 9.7% | 1.0% | 13.5% | i | -7.2% | -16.3% | -0.2% | 6.0% | -0.7
CCN(CC)S(=O)(=O)c1ccc2[nH]c(=O)cc(C(=O)Nc3ccc(C)cc3)c2c1 | 0.9% | 4.1% | -2.4% | i | 0.2% | 1.0% | 0.3% | -60.8% | 1.8
CCc1ccc2oc(C(=O)Nc3nc(-c4ccccc4)ns3)c(C)c2c1 | -12.3% | 3.5% | -18.8% | / | 2.6% | -2.5% | / | -13.9% | /
CC(C)(C)C(C(=O)Oc1ccccc1)c1ccccc1 (centres undefined) | 1.4% | 0.0% | -10.3% | i | 4.8% | 5.1% | 1.1% | -1.4% | -2.7
CCOc1ccc(CNC(=O)CCc2cn(Cc3ccccc3)c3ccccc23)cc1 | -1.5% | 0.3% | ? | i | 2.0% | 5.5% | 1.2% | 1.9% | -1.0
CC(C)c1ccc(S(=O)(=O)N2CCC(n3c(C(F)(F)F)nc4cccnc43)CC2)cc1 | -28.3% | 0.3% | -1.5% | / | 9.7% | -9.6% | / | -1.5% | /
O=c1oc(-c2ccc(O)c(O)c2)cc2cc(O)cc(O)c12 | -7.4% | 28.6% | 2.8% | i | 14.9% | 14.3% | -11.2% | -13.1% | 0.8
O=C(Cc1ccc(Cl)cc1)NCC(=O)N1CCN(c2ccccc2)CC1 | -1.4% | -0.6% | ? | i | -11.0% | -10.7% | -1.3% | -0.5% | 2.1
CC(C)c1ccc(NC(=O)C2CCN(c3ncnc4c3nc3n4CCCCC3)CC2)cc1 | -3.4% | -0.3% | -0.8% | i | 0.4% | ? | -0.5% | 6.6% | 0.1
CC1CCCN(Cc2nc3c(c(=O)n(C)c(=O)n3C)n2Cc2ccc(Cl)cc2Cl)C1 (centres undefined) | 1.8% | -0.7% | 0.3% | / | 1.1% | 8.4% | / | 2.0% | /
Cc1nnc2c3ccccc3ccn12 | 8.0% | -0.7% | 0.9% | i | 6.5% | 6.1% | / | -4.6% | -4.9
CC1CN(Cc2nc3c(c(=O)n(C)c(=O)n3C)n2CC(O)CO)CC(C)O1 (centres undefined) | -13.6% | 0.1% | -1.5% | i | 2.5% | 3.1% | 1.6% | -3.2% | -4.9
c1csc(-c2ccnc3ncnn23)c1 | -12.0% | 3.8% | 4.7% | i | 5.2% | -13.9% | -3.6% | -33.8% | -3.6
COc1ccc(CCNC(=O)CSc2nnc3ccc(-c4cccnc4)nn23)cc1 | 10.0% | -0.6% | 3.0% | i | 5.2% | ? | -4.0% | 1.3% | -0.7
CCOC(=O)/C(C#N)=C/c1c(N2CCN(c3ccccc3)CC2)nc2ccccn2c1=O | -4.7% | 0.4% | -3.8% | i | -17.6% | -25.9% | 0.1% | -1.4% | 0.5
Cc1ccc(S(=O)(=O)CCC(=O)Nc2nc(C(C)(C)C)cs2)cc1 | 5.4% | ? | -15.3% | i | 3.2% | -10.7% | -0.5% | 18.0% | -2.7
CN1N=C(C(F)(F)F)CC1=O | -4.6% | -0.1% | 16.4% | i | -3.4% | -6.9% | -6.0% | 19.3% | -2.5
COc1ccc(/C=C2\SC(=O)N(CC(=O)NC3C=CS(=O)(=O)C3)C2=O)cc1 (centres undefined) | -8.0% | 0.4% | 9.2% | i | 0.3% | 4.6% | 0.4% | -4.0% | -1.2
C/C(=N\NC(=O)c1nnn(-c2nonc2N)c1-c1ccc2c(c1)OCO2)c1ccc(C)cc1 | -1.0% | 0.3% | 3.8% | i | -7.4% | -3.3% | 2.3% | -15.3% | -1.5
Cc1ccc(NC(=O)CN(C)C(=O)c2cc(-c3ccco3)nc3ccccc23)cc1 | 2.8% | 20.5% | 11.9% | i | -6.3% | ? | ? | -6.7% | -0.8
O=C(Nc1ccccc1)N(Cc1cccc(Cl)c1)c1ccccn1 | ? | 3.8% | 11.5% | / | 2.4% | -0.3% | / | -5.9% | /
Cn1c(=O)[nH]c2cc(-c3noc(-c4ccc(Br)cc4)n3)ccc21 | -1.4% | -0.7% | 12.9% | / | 5.7% | / | / | 0.3% | /
Cc1[nH]c(C)c(S(=O)(=O)NCc2ccc(N(C)C)cc2)c1C(=O)N1CCCC1 | -3.3% | 0.1% | 0.5% | i | 1.7% | 7.7% | 0.1% | -2.9% | 3.1
CCN(CC(=O)Nc1ccc(OC)c(OC)c1)S(=O)(=O)c1ccc(C)cc1 | -7.0% | 0.1% | 12.1% | i | -9.3% | / | -1.6% | 2.4% | -1.0
O=C(CN1CCN(c2ccccc2O)CC1)Nc1cc([N+](=O)[O-])ccc1Cl | / | 2.0% | -7.5% | i | 8.7% | 2.8% | 0.5% | 0.5% | 1.0
CCOC(=O)Cc1csc(-n2sc3ccccc3c2=O)n1 | -11.4% | 10.7% | 9.1% | i | 1.1% | 14.0% | -1.9% | 4.1% | -2.5
COc1ccc(NC(=O)C(=O)NCCc2sc(-c3ccc(Cl)cc3)nc2C)cc1 | 6.9% | 0.5% | 0.0% | / | 1.2% | / | / | 1.8% | /
O=C(CC1C(=O)NCCN1Cc1ccccc1C(F)(F)F)NCCn1cccn1 (centres undefined) | 1.4% | -0.1% | 0.5% | i | -3.3% | 0.0% | -5.0% | -9.7% | -1.7
Cc1cc(C)c(C)c(S(=O)(=O)N2CCN(C(=O)c3ccccc3OCc3c(C)noc3C)CC2)c1C | -0.1% | -0.2% | 12.1% | i | -26.0% | 18.4µM* | -0.5% | -2.7% | -3.1
Cc1[nH]c2ccccc2c1/C=N/Nc1ccc([N+](=O)[O-])cc1S(=O)(=O)Nc1ccc(Cl)cc1 | 0.0% | 0.1% | -11.0% | i | 0.4% | 3.9% | 0.6% | -8.8% | 1.1
Cc1cccc(-n2c(SCC(=O)NCc3ccco3)nc3ccccc3c2=O)c1 | -10.1% | 2.0% | 14.6% | i | -29.3% | ? | 0.1% | -31.8% | -0.3
Cn1cccc1/C=N/NC(=O)Cc1cccc2ccccc12 | -15.0% | 0.0% | -12.8% | i | -2.0% | 18.4µM* | 0.1% | 5.5% | 3.0
O=C(CN1C(=O)c2ccccc2S1(=O)=O)c1cccc(Br)c1 | 3.6% | 0.5% | -22.6% | i | -1.3% | -40.1% | 3.1% | -45.3% | -2.1
Cc1ccc(CNC(=O)Cn2cnc3c(OCc4ccccc4)ncnc32)o1 | -9.4% | -0.2% | 3.1% | i | -2.8% | 11.6% | -2.3% | -0.8% | -2.5
COc1ccc(CNC(=O)COC(=O)/C=C/c2ccc(Cl)cc2)cc1 | -16.4% | 0.3% | 24.4% | i | 2.8% | -11.8% | -1.8% | 5.9% | -2.7

Ordered by molar mass (rising): some entries from above
SMILES | Abeta yeast res | Nrf2 activator | TGFb inhibitor | Akt phos inh | A549 tox | Nrf2 inh | MmCpn inh | HepG2 viability | CCT modulator
CN1N=C(C(F)(F)F)CC1=O | -4.6% | -0.1% | 16.4% | i | -3.4% | -6.9% | -6.0% | 19.3% | -2.5
Cc1nnc2c3ccccc3ccn12 | 8.0% | -0.7% | 0.9% | i | 6.5% | 6.1% | / | -4.6% | -4.9
C=CCn1c(SCC(=O)N2CCCC2)nc2c([nH]c3ccccc32)c1=O | 9.7% | 1.0% | 13.5% | i | -7.2% | -16.3% | -0.2% | 6.0% | -0.7
